TRb-SRC2 inh = qHTS for Inhibitors of the Interaction of Thyroid Hormone Receptor and Steroid Receptor Coregulator 2; Potency, µM (titrated, usually from 106 µM), without a hit: at the top dose activity change, negative = inhibition, usual class: inhibitors; Thyroid hormone receptor beta (Homo sapiens), P10828; TRbeta-SRC2 peptide binding, fluorescence polarization; receptor liganded with 1 µM T3; 280,000 compounds, 0.065% hits;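 further: plate controls were bound peptide for no effect and peptide without receptor for full effect; nearly all actives have a fitted effect of over 50% in size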
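Decrease in fluorescence polarization of 20 nM Texas Red SRC2 coactivator peptide flagged inhibition of its binding to 0.6 uM TRb LBD; 1 uM T3 included, incubation 5 hr, ex 555/em 632 nm.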
L3MBTL1 inh = qHTS Assay for the Inhibitors of L3MBTL1; Lethal(3)malignant brain tumor-like protein 1 (Homo sapiens), Q9Y468; AlphaScreen L3MBTL1–H3K9me1 peptide binding; Potency, µM (titrated, usually from 57.1 µM), for inactives: top-dose activity, negative = inhibition, actives largely listed as inhibitors; 230,000 compounds, 0.66% hits; AID 485360, 2010; further: nearly all actives have a fitted effect of over 60% in size
Target sequence (Q9Y468 whole entry, looked up): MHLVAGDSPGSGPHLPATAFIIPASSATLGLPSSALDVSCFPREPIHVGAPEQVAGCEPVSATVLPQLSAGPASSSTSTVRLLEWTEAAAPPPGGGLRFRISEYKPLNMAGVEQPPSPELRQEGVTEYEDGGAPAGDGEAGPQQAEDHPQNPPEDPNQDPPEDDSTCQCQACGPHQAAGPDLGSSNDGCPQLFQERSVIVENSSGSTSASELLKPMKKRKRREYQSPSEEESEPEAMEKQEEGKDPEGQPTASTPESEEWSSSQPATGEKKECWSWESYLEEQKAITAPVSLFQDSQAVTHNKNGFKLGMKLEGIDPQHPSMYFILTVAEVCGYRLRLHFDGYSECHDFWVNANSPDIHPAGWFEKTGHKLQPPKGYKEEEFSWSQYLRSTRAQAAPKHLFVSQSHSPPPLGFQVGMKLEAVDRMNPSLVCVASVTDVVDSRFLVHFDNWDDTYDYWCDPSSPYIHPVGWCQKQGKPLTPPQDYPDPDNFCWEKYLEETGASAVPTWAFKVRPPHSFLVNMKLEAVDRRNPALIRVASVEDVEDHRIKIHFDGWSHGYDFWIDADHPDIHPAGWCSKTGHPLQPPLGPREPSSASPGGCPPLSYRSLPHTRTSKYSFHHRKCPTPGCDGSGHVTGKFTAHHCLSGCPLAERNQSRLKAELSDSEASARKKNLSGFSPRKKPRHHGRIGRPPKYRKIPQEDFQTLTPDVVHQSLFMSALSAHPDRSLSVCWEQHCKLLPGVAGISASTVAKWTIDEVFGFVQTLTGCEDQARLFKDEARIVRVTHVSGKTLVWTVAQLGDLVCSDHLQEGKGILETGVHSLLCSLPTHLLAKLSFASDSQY
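AlphaScreen assay: L3MBTL1 (50 nM final) was preincubated 30 min at room temperature with biotinylated H3(1-15)K9me1 peptide (75 nM final), then 30 min with library compounds; streptavidin donor and nickel chelate acceptor beads (10 ug/mL final) added, 30 min dark.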
TR SRC2 fluor cs = Total Fluorescence Counterscreen for Inhibitors of the Interaction of Thyroid Hormone Receptor and Steroid Receptor Coregulator 2; TRb/SRC2 Texas Red total fluorescence interference; Potency, µM (highest dose often 106 µM), for the others: at the highest dose fluorescence change, negative = quenching; 280,000 compounds, 0.29% hits; active means well fitted curve in either direction with a large enough effect; inconclusive means small, poorly fitted or top-dose-only effect
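Human TRb ligand-binding domain at 0.6 uM with 20 nM Texas Red SRC2 peptide in Tris buffer containing 1 uM T3 and 5% DMSO, incubated with compound 5 h at ambient temperature. Total fluorescence (555/632 nm) calculated as parallel + 2 × perpendicular.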
Tau fibril ThT = qHTS for Inhibitors of Tau Fibril Formation, Thioflavin T Binding; Potency, µM (doses to about 57.4 µM), for inactives: at the highest dose activity, negative = inhibition, usual class: inhibitors; recombinant tau K18 P301L, heparin-induced fibrillization, ThT fluorescence; AID 1460, 2008; 270,000 compounds, 2.1% hits; further: nearly all actives have a fitted effect of over 55% in size
Target sequence (P10636 561-689 P618L limits assumed): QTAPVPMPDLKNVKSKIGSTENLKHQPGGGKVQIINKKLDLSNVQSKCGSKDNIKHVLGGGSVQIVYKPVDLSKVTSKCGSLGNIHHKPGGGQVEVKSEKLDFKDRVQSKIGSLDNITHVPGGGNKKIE
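Heparin-induced (20 uM) aggregation of recombinant human K18 P301L tau, 15 uM unlabeled with 0.24 uM labeled, pH 7 acetate buffer, 6 hr at 37 C with compound. Fibrils quantified by 30 uM ThT fluorescence after 1 hr ambient incubation.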
Tau fluor counter = Counterscreen qHTS for Inhibitors of Tau Fibril Formation, Fluorescence Polarization; tau K18 P301L Alexa594 fluorescence, heparin fibrillization; Potency, µM (doses to about 57.7 µM), inactives show top-dose activity change, negative = decrease; 280,000 compounds, 0.93% hits; further: nearly all actives have a fitted effect of over 55% in size
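Human tau K18 P301L (15 uM unlabeled, 0.24 uM Alexa 594-labeled) in 100 mM sodium acetate pH 7 with 20 uM heparin, 6 hr at 37 C. ThT 30 uM added, 1 hr ambient; Alexa 594 FP and total fluorescence read at 555/632 nm.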
GLA spleen mod = qHTS Assay for Inhibitors and Activators of Human alpha-Galactosidase From Spleen Homogenate; human spleen homogenate, 4MU-alpha-Gal fluorescence, 40 min; 240,000 compounds, 0.008% hits; Potency, µM (series often up to 80 µM), for inactives: at the highest dose activity change, negative = inhibition, usual class: inhibitors; Alpha-galactosidase A (Homo sapiens), P06280; AID 2107, 2009;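 further: 0% = enzyme with vehicle and -100% = no enzyme basal signal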
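Fluorogenic readout (Ex 365/Em 440 nm) of 4-methylumbelliferone released from 1 mM 4-MU-alpha-galactoside by spleen homogenate, 40 min at 37C, pH 5.0. Data normalized to no-enzyme and enzyme controls; Hill-equation AC50 from compound titrations.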
Tau FP inhib = qHTS for Inhibitors of Tau Fibril Formation, Fluorescence Polarization; Microtubule-associated protein tau (Homo sapiens), P10636; K18 P301L tau heparin fibrillization, Alexa594 FP, 6 h; Potency, µM (series often up to 57.7 µM), for inactives: at the top dose activity, negative = inhibition, most hits filed as inhibitors; 280,000 compounds, 0.39% hits; AID 1468, 2008; further: nearly all actives have a fitted effect of over 55% in size
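Steps: dispense K18 P301L tau (15 uM plus 0.24 uM Alexa 594 tracer, final) in pH 7 sodium acetate; add compound; add heparin (20 uM final); incubate 6 hr, 37 C; add ThT (30 uM final); after 1 hr ambient, read FP.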
ALDH1A1 inh = qHTS Assay for Inhibitors of Aldehyde Dehydrogenase 1 (ALDH1A1); Purified ALDH1A1, NADH fluorescence, propionaldehyde substrate; AID 1030, 2008; Potency, µM (series often up to 75.3 µM), for inactives: at the highest dose activity, negative = inhibition, most hits filed as inhibitors; Aldehyde dehydrogenase 1A1 (Homo sapiens), P00352; 220,000 compounds, 7.3% hits; active means well fitted inhibition curve with a large enough effect, not every such curve was filed as active; inconclusive means small, poorly fitted or top-dose-only effect, or another doubt; inactive means no such curve, though single readings can be large or run the other way;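 further: plate controls were no enzyme wells and a reference inhibitor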
Numbers without * were called inactive; ? = inconclusive; . = no result given; [ ] = dose if it differs, or a comment. Unless noted, the call rests on the fitted dose curve; in most records, active means well fitted curve in the direction sought with a large enough effect; inconclusive means small, poorly fitted or top-dose-only effect, or another doubt; inactive means no such curve, though single readings can be large; an effect the other way counts as inactive or inconclusive. Unless noted, on the % scale 0 is the no-effect control and ±100 the full control effect; potency means the concentration at half of the fitted maximal effect.

Each structure is followed by: TRb-SRC2 inh, L3MBTL1 inh, TR SRC2 fluor cs, Tau fibril ThT, Tau fluor counter, GLA spleen mod, Tau FP inhib, ALDH1A1 inh
- Cc1ccc(N=CNc2ccc(C)cc2C)c(C)c1
  -1%, -9%, -9%, -8%, -7%, 4%, 3%, .
- CCOC(=O)c1c(C)nc2sc3c(=O)n(-c4ccc(C(C)=O)cc4)nnc3c2c1-c1ccc(OC)cc1
  -3%, -12%, 1%, -12%, -16%, 9%, -4%, ?
- CCOC(=O)CSc1nnc(C)n1N
  -12%, 4%, 0%, 5%, 9%, -1%, 2%, 2%
- Cc1cc(C)c(C)c(C(=O)C2OC(=O)C(C)(C)C(=O)C2(C)C)c1C (stereo unspecified)
  2%, 7%, 1%, 10%, 4%, -3%, 5%, 9%
- C=C(C)Cn1c(=O)c2c(nc3n2CCN3c2ccc(F)cc2)n(C)c1=O
  6%, ., -12%, -4%, 8%, ., 4%, .
- Cc1cc(C)cc(NC(=S)NCCSc2ccc(Cl)cc2)c1
  -1%, 1%, 1%, 2%, ?, -3%, ?, 9%
- CC(=O)OC(COc1ccccc1)Cn1cnc2ccccc21 (stereo unspecified)
  8%, -4%, -2%, ?, -2%, -4%, 2%, 1%
- COc1ccc(-c2nnc(CSc3nc4ccccc4c(=O)n3CC(C)C)o2)cc1OC
  -2%, ., -4%, -22%, -19%, 1%, -1%, ?
- O=C(O)CCn1c(-c2ccccc2)cc2c1CCCC2=O
  -3%, -43%, 1%, 9%, 4%, -5%, -3%, 8%
- O=C(c1ccc(Br)cc1)c1cc([N+](=O)[O-])ccc1N1CCOCC1
  -6%, -14%, -2%, -8%, ?, -4%, 8%, ?
- CCC(=O)Nc1nonc1-c1nc2ccccc2n1Cc1cccc2ccccc12
  -6%, -8%, -3%, ?, -22%, -1%, -13%, ?
- Cc1ccc(NC(=O)c2sc3nc4n(c(=O)c3c2C)CCCCC4)c(Br)c1
  0%, ., 6%, 3%, -7%, ., -7%, .
- Cc1nnc(C)c2c(C)n(C(c3ccccc3)c3ccccc3)c(C)c12
  10%, ., 6%, ?, -11%, -2%, 0%, -12%
- Cc1ccc(NC(=O)C2(N3CCC3=O)CCCCC2)cc1
  -1%, 2%, -2%, 3%, -3%[2.34 µM], -1%, 6%, 2%
- CCOC(=O)C1=C(N)OC2=C(C(=O)CCC2)C1c1ccccc1OC (stereo unspecified)
  2%, 5%, -2%, -16%, -1%, -8%, 2%, -1%
- COc1cc(CC(=O)NCc2ccccn2)cc(OC)c1OC
  -5%, ., -2%, -2%, -6%, 4%, 1%, 11%
- O=C(CNC1CCCCCC1)Nc1ccc(N2CCCC2)cc1
  3%, -22%, 2%, -14%, -9%, -9%, 4%, 7%
- CC(C)(C)C(=O)CSc1ncccn1
  6%, ., 0%, 7%, 2%, -16%, -1%, -4%
- O=S(=O)(NCC1CCCO1)c1cccc2nsnc12 (stereo unspecified)
  -3%, -3%, -3%, 0%, -2%, -7%, 1%, -5%
- Cc1cc(OCC(=O)O/N=C(\N)c2ccccc2)ccc1Br
  4%, 54%[activator], 0%, ?, 0%, 2%, 3%, 0%
- COc1cccc2c1Oc1ncccc1N(C(=O)CCC(=O)NCCC(C)C)C2
  1%, ., 4%, -11%, -7%, ., -3%, .
- Cc1ccc(S(=O)(=O)N(CC(=O)O)Cc2ccccc2F)cc1
  -2%, 5%[11.4 µM], -6%, -5%, 3%, -7%, -2%, 6%
- COc1ccccc1/C=C1\SC(=S)N(CCC(=O)NC2=NCCS2)C1=O
  4%, -5%, -2%, -10%, -22%, 1%, -3%, ?
- Cn1cnnc1SCC(=O)Nc1ccc(C#N)cc1
  2%, ., -19%, 5%, 1%, ., 2%, .
- CC(C)NC(=S)N/N=C1\CCCc2ccccc21
  -5%, -9%, -2%, -4%, -4%, 0%, 1%, ?
- CCC(C)NC(=O)c1ccc2nc(Cc3ccccc3)oc2c1 (stereo unspecified)
  14%, ., -1%, -3%, -2%, ., -1%, .
- C/C(=N\NC(=O)c1cc2c(s1)CCC(C)C2)c1ccncc1 (stereo unspecified)
  1%, -4%, -3%, ?, -12%, 12%, 2%, ?
- O=C(COc1ccccc1)Nc1c(C(=O)N2CCN(c3ccc(F)cc3)CC2)oc2ccccc12
  -1%, ., 2%, -12%, -27%, ., -3%, .
- COc1cccc(-c2ccc3ncnc(NCc4ccccc4OC)c3c2)c1
  1%, ., ?, 7%, -4%, 10%, -2%, ?
- CCOC(=O)Cn1c(=O)oc2cc(S(=O)(=O)Nc3cc(OCC)ccc3OCC)ccc21
  -5%, 2%, -2%, -14%, -26%, 1%, 10%, 0%
- O=C(Nc1nnc(C2CC(=O)N(c3ccc(Cl)cc3)C2)s1)c1ccco1 (stereo unspecified)
  -13%, ., 5%, 9%, 6%, ., 9%, .
- Cc1ccc(C)n1-c1cc([N+](=O)[O-])ccc1-n1ccnc1
  -3%, -4%, -4%, -6%, -8%, 0%, 2%, -6%
- COc1ccc(OCC(=O)OCC(=O)Nc2ccc(S(=O)(=O)N3CCCCC3)cc2)cc1
  -4%, ., -2%, -7%, ?, 1%, ?, 10µM*
- CCOc1ccc(Nc2ncnc(N)n2)cc1
  2%, ., 0%, ?, -8%, 5%, 6%, 3%
- CCOc1cc(C#N)c(NC(=O)c2cccnc2)cc1OCC
  1%, 2%, -2%, 5%, -2%, -12%, -6%, -6%
- O=C(Nc1ccccc1C(=O)OCc1nnc(-c2ccccc2)o1)c1ccco1
  0%, -2%, 6%, -9%, -20%, 21%, -13%, ?
- COC(=O)c1sc(SC)c(-c2ccon2)c1C
  1%, 16%, -4%, -10%, -10%, 10%, -11%, 0%
- CC1(C)CC(=O)C2=C(C1)N(CCN1CCOCC1)C1=C(C(=O)CC(C)(C)C1)C2c1cccc(F)c1
  0%, 9%, 0%, -4%, -6%, ?, 1%, ?
- CNC(=O)C1CCC(Cn2c(=O)c3sccc3n(Cc3ccc(F)cc3)c2=O)CC1 (stereo unspecified)
  9%, ., 2%, -4%, -2%, ., -4%, .
- Cc1ccc(-c2nc(C=Nc3cccc(C)c3)c(O)o2)cc1
  -1%, ., 0%, ?, -28%, 2%, -10%, ?
- CS(=O)(=O)N1CCC(C(=O)NCC2CCCO2)CC1 (stereo unspecified)
  1%, 3%, 1%, -2%, 3%, 0%, 1%, 14%
- CCOC(=O)C1=C(CN(CC)Cc2ccccc2)NC(=O)NC1c1ccc(Cl)cc1 (stereo unspecified)
  1%, ., 0%, ?, -18%, ., 6%, .
- COc1ccc(CC(=O)NNC(=S)NC(=O)c2cccnc2)cc1
  -4%, 4%, -1%, -12%, -9%, 2%, -7%, .
- COc1cccc(/C=N/NC(=O)CN(CCc2ccccc2)S(=O)(=O)c2ccc(NC(C)=O)cc2)c1
  -5%, -8%, 1%, 0%, ?, -2%, ?, ?
- Fc1ccc(OCc2nn3c(Cn4nnc5ccccc54)nnc3s2)cc1
  8%, -1%, 0%, ?, -12%, -12%, 1%, 22µM*
- CCN(CC)S(=O)(=O)c1cc(NC(=O)CN2CCN(c3ccccn3)CC2)ccc1C
  2%, -32%, -3%, 5%, 1%, -1%, 8%, -3%
- CC(=O)N1N=C(c2ccc(Cl)cc2)OC1(C)C
  7%, 12%, -2%, -1%, -1%, -6%, 1%, ?
- CCc1ccccc1NC(=O)N1CCN(c2nnc(C)c3c(C)n(-c4ccccc4)nc23)CC1
  -2%, ., -15%, -1%, 9%, ., 12%, .
- CC1CCCN(CC(=O)Nc2ccc(S(=O)(=O)N3CCCCC3)cc2)C1 (stereo unspecified)
  -7%, 6%, 0%, 2%, -2%, -2%, 2%, 13%
- FC(F)(F)c1ccc(Oc2ccc3ccccc3c2Br)nc1
  -13%, 54%[activator], 1%, ?, -19%, 6%, -12%, 9%
- COC(=O)c1cccc(NC(=O)CC2C(=O)NCCN2C(=O)c2ccc(F)cc2F)c1 (stereo unspecified)
  -3%, 1%, 0%, -14%, -12%, 5%, -2%, 0%
- O=c1[nH]c(=O)c2nc(-c3ccc(Cl)cc3)cnc2[nH]1
  -5%, 6%, -5%, -15%, 2%, 29%, 12%, ?
- CCN1CCc2c(sc(NC(=O)c3ccc(S(=O)(=O)N4CCCC(C)C4)cc3)c2C(=O)OC)C1 (stereo unspecified)
  6%, ., -2%, -2%, -12%, ., -8%, .
- Cc1cccc(N2CCN(C(=O)c3cc4c(=O)n(C)c5ccccc5c4s3)CC2)c1C
  -1%, ., 1%, ?, -7%, ., -2%, .
- COc1ccc(NC(=S)Nc2ccc(C)c(S(=O)(=O)N3CCCCC3)c2)cc1
  4%, -10%, 1%, 4%, 32µM*[quencher], 6%, ?, ?
- CCCCCCC1CC(/C(C)=N\NC(N)=O)OC1=O (stereo unspecified)
  -4%, 7%, 0%, -4%, -3%, -3%, 5%, 4%
- CCN(C(=O)CSc1nnc(C)n1Cc1ccccc1)C1CCS(=O)(=O)C1 (stereo unspecified)
  -4%, ., -1%, -6%, -1%, 3%, -1%, -11%
